# Source: PubChem (National Center for Advancing Translational Sciences (NCATS))
# TDP1 cell noCPT = qHTS for Inhibitors of human tyrosyl-DNA phosphodiesterase 1 (TDP1): qHTS in cells in absence of CPT. DT40 Tdp1-/- hTDP1 cells, no CPT, ATP luminescence, 48 h. 420,000 compounds, 15% hits. Potency, µM (highest dose often 46.2 µM), for inactives: at the highest dose activity change, negative = growth inhibition, usual class: inhibitors; also: nearly all actives have a fitted effect of over 55% in size
#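 Camptothecin absent (DMSO only). Human TDP1-complemented DT40 knockout cells, 400 cells/well, 37 °C for minimum 48 hr; ATP measured via CellTiter-Glo, 30 min dark incubation, luminescence.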
# N370S GC = qHTS Assay for Inhibitors and Activators of N370S glucocerebrosidase as a Potential Chaperone Treatment of Gaucher Disease; Lysosomal acid glucosylceramidase (Homo sapiens), P04062; N370S GC spleen homogenate, 4MU-glucoside fluorescence; Potency, µM (titrated, usually from 59.4 µM), for the others: at the top dose activity change, negative = inhibition, actives largely listed as inhibitors; 330,000 compounds, 0.092% hits;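 also: 0% = full enzyme activity and -100% = no enzyme basal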
# TDP1 block = qHTS Assay for Inhibitors of Tyrosyl-DNA Phosphodiesterase (TDP1). recombinant TDP1, AlphaScreen DNA substrate cleavage. Potency, µM (series often up to 130 µM), for inactives: top-dose activity change, negative = inhibition, usual class: inhibitors. 350,000 compounds, 0.28% hits. AID 485290, 2010; also: nearly all actives have a fitted effect of over 40% in size
# Target sequence (Q9NUW8 whole entry, looked up): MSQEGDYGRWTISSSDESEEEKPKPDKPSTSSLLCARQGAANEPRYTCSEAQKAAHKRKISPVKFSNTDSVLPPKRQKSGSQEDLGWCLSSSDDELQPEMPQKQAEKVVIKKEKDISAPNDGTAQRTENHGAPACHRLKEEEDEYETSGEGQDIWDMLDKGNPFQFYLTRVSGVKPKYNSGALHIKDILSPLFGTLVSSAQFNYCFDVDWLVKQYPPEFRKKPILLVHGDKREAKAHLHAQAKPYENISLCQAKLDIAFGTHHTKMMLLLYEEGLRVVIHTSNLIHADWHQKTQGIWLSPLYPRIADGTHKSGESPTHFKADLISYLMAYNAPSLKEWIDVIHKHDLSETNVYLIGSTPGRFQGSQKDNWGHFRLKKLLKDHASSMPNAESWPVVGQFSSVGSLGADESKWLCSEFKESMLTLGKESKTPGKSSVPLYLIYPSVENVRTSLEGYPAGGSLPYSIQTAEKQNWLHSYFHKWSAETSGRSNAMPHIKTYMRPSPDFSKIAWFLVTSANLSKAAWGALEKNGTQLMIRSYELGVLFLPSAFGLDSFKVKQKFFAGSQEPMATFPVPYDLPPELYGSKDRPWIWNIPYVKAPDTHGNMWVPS
#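 Steps: enzyme plus compound, 15 min RT; add biotin/phosphotyrosine-FITC oligonucleotide (15 nM final), react 5 min; add donor/acceptor beads (10 ug/ml final), 10 min; read AlphaScreen. Tdp1 at 1 nM final.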
# Numbers without * were called inactive; u = inconclusive; x = no result given; & = joins results of further samples; ! = not active in a repeat; [ ] = remark or other dose. Calls follow the shape of the dose curve; as a rule, active = well fitted curve in the direction sought with a large enough effect; inconclusive = small, poorly fitted or top-dose-only effect, or another doubt; inactive = no such curve, though single readings can be large; an effect the other way counts as inactive or inconclusive. Unless noted, % is scaled to controls: 0 for no effect and ±100 for the full control effect; potency is read from the fitted curve at half-maximal effect. Only part of the results is shown (hit frequency here may not be typical).
SMILES,TDP1 cell noCPT,N370S GC,TDP1 block
Cc1cc(/C=C2\C(=O)NC(=O)N(C)C2=O)c(C)n1-c1ccc2c(c1)OCO2,u,-12%,-4%
O=P(CCl)(Nc1ccccc1)C(Cl)(Cl)Cl (stereo unspecified),15%,-6%,3%
C[C@@H]1O[C@@H](O[C@H]2C[C@@H](O)[C@]3(CO)[C@@H]4C(CC[C@]3(O)C2)[C@@]2(O)CC[C@H](C3COC(=O)C3)[C@@]2(C)C[C@H]4O)[C@H](O)[C@H](O)[C@H]1O (stereo partly specified),u,1%,x
O=C(c1cccc(C(F)(F)F)c1)N1C[C@H]2C[C@@H](C1)c1cccc(=O)n1C2,-15%,-9%,x
CNC(=O)N(C)c1ccc(C(O)(C(=O)OC)C(F)(F)F)cc1 (stereo unspecified),-7%,-5%,x
COC(=O)C1=C(c2cccc(C#N)c2)C[C@@H]2CC[C@H]1N2C(=O)NCCOc1ccccc1Cl,16µM*,x,0%
CCOc1cc2c(cc1OCC)-n1cccc1C(c1cccc(F)c1F)NC2 (stereo unspecified),23µM*,-10%,x
COc1ccc(-c2cc(=Nc3cccc(C(=O)O)c3)c3cc(C)ccc3o2)cc1,u,19%,3%
COc1cccc(NC(=O)C2CCN(S(=O)(=O)c3cc(-c4noc(C)n4)ccc3C)CC2)c1,18µM*,x,0%
CCC(=NCCCn1ccnc1)c1c(O)n(-c2ccc(OC)cc2)c(=O)[nH]c1=O,2%,3%,-1%
COc1ccc(C)cc1NC(=O)CN1CCN(CC(=O)Nc2ccccc2F)CC1,15µM*,u,0%&-7%
CC(NCC#Cc1ccccc1)C(O)c1ccccc1 (stereo unspecified),u,-7%,-5%
COc1ccccc1-n1c(O)c(C=NC2CC2)c(=O)[nH]c1=O,6%,-3%,4%
COc1cc2c3cc1Oc1c(OC)c(OC)cc4c1C(Cc1cccc(c1)Oc1ccc(c(O)c1)CC3N(C)CC2)N(C)CC4 (stereo unspecified),0%,u,10%[56.1 µM]
CCCC(=O)c1c(O)[nH]c(=O)[nH]c1=O,-13%,-7%,2%
COC(=O)C1=C(c2ccc3ccccc3c2)C[C@@H]2CC[C@H]1N2C,-29%,x,0%
CCCN1CC(C)C(OC(C)=O)(c2ccccc2)CC1C (stereo unspecified),-3%,-1%,5%
CCN1C(=O)/C(=C/c2ccc(N(CC)CC)cc2OC)C(=O)NC1=S,-17%,-13%,1%
COC(=O)C1=C(c2ccc(Cl)c(C(F)(F)F)c2)C[C@@H]2CC[C@H]1N2C(=O)NCCO,-29%,x,0%
CC(=O)[C@H]1CC[C@H]2[C@@H]3CC[C@H]4C[C@H](O)CC[C@]4(C)[C@H]3C(=O)C[C@]12C,12µM*!,6%&-6%,4%
CC(=Nc1ccc2c(c1)CCC2)c1c(O)n(C)c(=O)n(C)c1=O,-28%,6%,5%
Cn1c(O)c(C=NCCc2c[nH]c3ccccc23)c(=O)n(C)c1=O,u,7%,7%
O=C(CCCC1=NS(=O)(=O)c2ccccc2N1)N1CCC2(CC1)OCCO2,-8%,-24%,4%
Cc1ccc(C(=O)NC(O)C(Cl)(Cl)Cl)cc1 (stereo unspecified),-8%,5%,3%
CCOC(=O)Cc1csc(NC(=O)c2c(O)c3ccccc3n(CCC(C)C)c2=O)n1,4.6µM*,-16%,5%

# Exported bar-delimited: entries from further up
SMILES | TDP1 cell noCPT | N370S GC | TDP1 block
Cc1ccc(C(=O)NC(O)C(Cl)(Cl)Cl)cc1 (stereo unspecified) | -8% | 5% | 3%
CNC(=O)N(C)c1ccc(C(O)(C(=O)OC)C(F)(F)F)cc1 (stereo unspecified) | -7% | -5% | x

# Additional results follow:
SMILES,TDP1 cell noCPT,N370S GC,TDP1 block
CCOc1ccc(CCNC(=O)c2cnc3sc(N4CCCC4)nn3c2=O)cc1,2.3µM*,x,3%
O=C(c1c[nH]c(C(=O)C(Cl)(Cl)Cl)c1)c1ccccc1Cl,u,3%,-1%
CCN(CC(=O)Nc1ccc(C#N)c(Cl)c1)CC(=O)NC(C)(C)C,23µM*,-10%,3%
O=C1NC(=O)N(CC2CCCO2)C(=O)/C1=C/c1cccs1 (stereo unspecified),u,3%,u
Cc1c(Cl)ccc2sc(N3CCN(C(=O)CCS(=O)(=O)c4ccc(F)cc4)CC3)nc12,0.46µM*,x,8%
Cc1ccc(NC(=O)N2CCN(c3cc(-c4noc(C)n4)ccc3C)CC2)c(F)c1,16µM*,x,4%
Cc1nn(C)c(C)c1P(=S)(c1c(C)nn(C)c1C)N(C)C,-14%,-5%,-2%
OC(CNCCc1c[nH]c2ccccc12)C(F)(F)F (stereo unspecified),-9%,-2%,0%
O=P(OC1CCCCC1)(OC1CCCCC1)C(O)c1c(Cl)cccc1Cl (stereo unspecified),u,-4%,-6%
CSc1ncc(/C=C2/C(=O)NC(=O)N(c3ccc(Cl)cc3)C2=O)cn1,-11%,5%,1%
O=C(O)Cc1cccnc1C(=O)O,-9%&-1%,-6%&-6%,11%&6%
CCOC(=O)C1=C(N)OC2=C(C(=O)CC(C)(C)C2)C12C(=O)Nc1ccccc12 (stereo unspecified),2%,7%,1%
CN1CC(C(=O)c2ccccc2)C(C(=O)c2ccccc2)C1 (stereo unspecified),u,8%,10%
NNC(N)=S,x,3%,13%
CC(C)CCNC(=O)c1cc(C(=O)c2cc(F)ccc2O)cn(CCC(C)C)c1=O,-3%,1%,2%
C=CCn1c(O)c(C(C)=NCCCn2ccnc2)c(=O)[nH]c1=O,2%,4%,10%
CCOC(=O)CCCc1cc[c]([Sb](=[O])([OH])[OH])cc1,-8%,x,0.25µM*
COc1ccc(-n2c(/C=C/c3ccc(O)c(O)c3)nc3ccccc3c2=O)cc1,18µM*,-7%,x
O=c1[nH]c(=S)[nH]c(O)c1N=Nc1cc2c(cc1[N+](=O)[O-])OCO2,u,-4%,-13%
Cc1ccc(OCC(=O)N2CCN(CCc3ccncc3)CC2)cc1,-9%,x,5%
CC(C)Sc1nnc([C@@H](N)Cc2c[nH]c3ccccc23)o1,4%,-6%,7%
FC(F)(F)c1cccc(C2=CCN(CCc3ccc4ccccc4c3)CC2)c1,-48%,-15%,9%
Cc1ccc(-n2c(O)c(/C=N/N3CCOCC3)c(=O)[nH]c2=S)cc1,-4%,9%,-3%
Cn1c(C(=O)N2CCC3(CC2)OCCO3)cc2c(=O)n(C)c3ccccc3c21,-17%,4%,3%
Cn1c(O)c(C(=Nc2ccc(F)cc2)c2ccccc2)c(=O)n(C)c1=O,9.2µM*,-15%,-1%

# 4 compounds already listed, arranged by length of the SMILES, low to high.
SMILES,TDP1 cell noCPT,N370S GC,TDP1 block
C=CCn1c(O)c(C(C)=NCCCn2ccnc2)c(=O)[nH]c1=O,2%,4%,10%
O=P(OC1CCCCC1)(OC1CCCCC1)C(O)c1c(Cl)cccc1Cl (stereo unspecified),u,-4%,-6%
CSc1ncc(/C=C2/C(=O)NC(=O)N(c3ccc(Cl)cc3)C2=O)cn1,-11%,5%,1%
Cc1ccc(NC(=O)N2CCN(c3cc(-c4noc(C)n4)ccc3C)CC2)c(F)c1,16µM*,x,4%

# Carrying on.
SMILES,TDP1 cell noCPT,N370S GC,TDP1 block
CCN(CC)C(=O)c1ccc(NC(=O)CNC(C)c2cccc3ccccc23)cc1 (stereo unspecified),u,-13%,6%
COC(=O)C1=C(c2ccc(OC(F)(F)F)cc2)C[C@@H]2CC[C@H]1N2C(=O)N1CCC(C)CC1,5.8µM*,x,-3%
CCCCC[C@@H](/C=C/C=C\CCCCCCCCCC(=O)O)OO,x,2%,5%
CCc1ccccc1NC(=O)CNCc1ccccc1,-4%,5%,5%
CCCCc1ncc(CN2CCCC(C(=O)c3ccc(SC)cc3)C2)[nH]1 (stereo unspecified),u,-23%,5%
c1ccc(CN2CCC3(CCNCC3)CC2)cc1,3.3µM*,-16%,x
COc1ccc2[nH]c(C)c(CCNCc3cccnc3)c2c1,10%,x,5%
COc1ccc(CCn2c(O)c(/C=N/N3CCCCC3)c(=O)[nH]c2=O)cc1OC,-26%,7%,-5%
O=C(c1c[nH]c2ccc(S(=O)(=O)N3CCOCC3)cc2c1=O)N1CCC2(CC1)OCCO2,-1%,18%,-2%
COc1cc2c(cc1C=O)OCO2,-1%,28%,-3%
COC(=O)C1C(c2ccccc2)C2C(=O)c3c(OC)cc(OC)cc3O[C@@]12c1ccc(OC)cc1 (stereo partly specified),x,-3%[12.8 µM],10%[21 µM]
Cc1ccc(-c2cc(C(F)F)n3ncc(C(=O)N4CCc5ccccc5C4)c3n2)cc1,26µM*,-9%,-3%
CCOP(=S)(OCC)SCSc1ccc(Cl)cc1,-7%,-8%,3%
COc1ccc(OC(=O)Nc2ccc([N+](=O)[O-])cc2OC)cc1,u,0%,-1%
COc1cc(OC)c2c(c1)OCC1CON(C)C21 (stereo unspecified),-5%,-4%,6%
CC(=O)N1CCc2cc(S(=O)(=O)N3CCN(c4ccc(C)cc4)C(C)C3)ccc21 (stereo unspecified),21µM*,x,-2%[12.3 µM]
COc1ccc(NC(=O)c2cn(CCC#N)nc2-c2ccccc2)cc1,-20%,-22%,x
COC(=O)C1=C(c2ccc(F)cc2OCc2ccccc2)C[C@@H]2CC[C@H]1N2C(=O)NCc1ccc2c(c1)OCO2,u,x,0%
N=C1c2ccccc2CN1NC(=O)c1ccc(Cl)cc1,u,-15%,6%
CN1C(=O)C(=Cc2ccc(N3CCCCCC3)cc2)C(=O)N(C)C1=O,2%,-20%,-11%
CN(C)C(=S)SSC(=S)N(C)C,0.15µM*,-20%&-3%&-2%,14%[56.1 µM]
Cc1o[nH]c(=O)c1C[C@@H](N)C(=O)O,-1%,7%&4%,-3%
CC(=NCc1cccnc1)c1c(O)n(-c2ccc(Cl)cc2)c(=O)[nH]c1=O,7%,3%,0%
C[C@H]1CC[C@@]2(NC1)O[C@@H]1C[C@H]3[C@@H]4CC=C5C[C@@H](O)CC[C@]5(C)[C@@H]4CC[C@]3(C)[C@@H]1[C@@H]2C,x,2%[21.6 µM],11%[21 µM]
Nc1ccc(Cl)cc1,-4%[92.5 µM],3%,12%

# Single records, as listed above. Screens in order: TDP1 cell noCPT | N370S GC | TDP1 block
# `CCOP(=S)(OCC)SCSc1ccc(Cl)cc1` in the list: -7% | -8% | 3%
# `CCCCC[C@@H](/C=C/C=C\CCCCCCCCCC(=O)O)OO` in the list: x | 2% | 5%
# `COc1ccc(NC(=O)c2cn(CCC#N)nc2-c2ccccc2)cc1` in the list: -20% | -22% | x

# (more compounds)
SMILES,TDP1 cell noCPT,N370S GC,TDP1 block
CCOC(=O)C1CCN(/C=C2/C(=O)NC(=O)N(Cc3ccco3)C2=O)CC1,-22%,5%,40µM*
CC1C(C)N1CC(O)Cn1ccnc1[N+](=O)[O-] (stereo unspecified),u,-10%,-3%
CN(Cc1ccccc1)C1CCCN(C(=O)COc2ccccc2Cl)C1 (stereo unspecified),16µM*,-4%,4%
O=C(COc1ccc(Cl)cc1)N1CCN(C2CCCC2)CC1,-5%,-4%,x
CC(C)(C)OC(=O)N1CC[C@H]1COc1cnc[c]([Sn]([CH3])([CH3])[CH3])c1,x,2%[12.8 µM],6%[21 µM]
Cc1[nH]c2ccccc2c1C(=O)C(=O)N1CC2CC(C1)c1cccc(=O)n1C2 (stereo unspecified),u,13%,5%
Cc1ccc2[nH]c(=S)n(-c3cccnc3)c(=O)c2c1,22%,17%,x
O=C1NC(=O)N(Cc2ccccc2Cl)C(=O)/C1=C/N1CCOCC1,-15%,-10%,-2%
Brc1ccc2c(c1)C(OC1CN3CCC1CC3)c1ccccc1CS2 (stereo unspecified),5.2µM*,u,1%
CCCC12CN3CN(C1)CC(CCC)(C3)C2O (stereo unspecified),-25%,-8%,0%
Cc1cc(S(=O)(=O)NC(C)C)ccc1OCC(=O)N1CCN(Cc2ccc3c(c2)OCO3)CC1,u,-21%,7%
COC(=O)C1=C(c2c(C)noc2C)C[C@@H]2CC[C@H]1N2C(=O)N1CCC(O)(c2ccc(Cl)cc2)CC1,21µM*,x,0%
